High-throughput results as filed in PubChem BioAssay.
mcGAS inh – blocks mouse cGAS activity; AID 1259399; recombinant cGAS, Kinase-Glo ATP depletion luminescence; Q8C6L5; 160,000 compounds, 0.15% hits; inhibition, % at 12.5 µM;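 note: 0% = negative control wells and 100% = reference inhibitor with no enzyme activity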
hcGAS lum – human cGAS inhibition | Q8N884 | inhibition, % at 12.5 µM | 290,000 compounds, 0.081% hits | recombinant h-cGAS, ATP depletion, Kinase-Glo luminescence;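 note: 0% = vehicle reaction and 100% = reaction without DNA for no activity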
Target sequence (Q8N884 whole entry, looked up): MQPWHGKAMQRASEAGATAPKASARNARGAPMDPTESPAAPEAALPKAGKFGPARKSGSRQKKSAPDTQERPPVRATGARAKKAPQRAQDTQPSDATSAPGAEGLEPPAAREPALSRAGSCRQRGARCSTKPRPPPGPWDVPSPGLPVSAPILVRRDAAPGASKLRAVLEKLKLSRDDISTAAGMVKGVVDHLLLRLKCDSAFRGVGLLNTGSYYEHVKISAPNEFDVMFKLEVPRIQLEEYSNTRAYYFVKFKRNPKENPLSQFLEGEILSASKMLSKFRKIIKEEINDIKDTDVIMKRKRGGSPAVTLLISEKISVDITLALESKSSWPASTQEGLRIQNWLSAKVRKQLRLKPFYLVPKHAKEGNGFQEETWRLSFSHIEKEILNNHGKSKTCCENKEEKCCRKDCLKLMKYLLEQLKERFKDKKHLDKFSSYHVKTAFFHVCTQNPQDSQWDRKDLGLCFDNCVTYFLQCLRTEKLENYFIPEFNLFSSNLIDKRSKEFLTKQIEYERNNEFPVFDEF
NPYLR7 agonist – activates Aedes aegypti NPYLR7 receptor; HEK293T NPYLR7/Galpha15, GCaMP6s calcium fluorescence; activation, % at 10 µM; 270,000 compounds, 0.15% hits; AID 1259423; in the data active = activation above about 40%;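 note: 0% = vehicle and 100% = reference agonist at the receptor; some compounds past the cut are filed as inactive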
* = called active by the depositor; & = joins results of further samples. Cut-off read from the data, not from the text of the source, unless noted: active = inhibition above about 40%; inactive = the rest.

For O=S(=O)(NCCCN1CCOCC1)c1cc(Cl)sc1Cl the results were mcGAS inh -6, hcGAS lum -9 and NPYLR7 agonist -1.
Screening CCc1cccc(NC(=O)C2CSC3(c4ccc(Br)cc4)CCC(=O)N23)c1 (centres undefined) returned mcGAS inh -5, hcGAS lum -4 and NPYLR7 agonist 3.
Cc1noc(C)c1C(=O)Nc1cccc(C(=O)NC2CCCCC2)c1C was read as mcGAS inh -18, hcGAS lum -5 and NPYLR7 agonist 15.
For C/C(=C/C(=O)Nc1ccc(NC(N)=O)cc1)c1cccc(F)c1 the results were hcGAS lum -9 and NPYLR7 agonist 3.
For Cc1noc(C)c1CC(=O)N1CCC(c2ccc(O)cc2)CC1 the results were mcGAS inh -1, hcGAS lum 0 and NPYLR7 agonist 1.
`Cc1ccc(NC(=O)Cn2cnc3c(nnn3Cc3ccccc3)c2=O)cc1` gave hcGAS lum -2 and NPYLR7 agonist 5.
Screening O=C(CCC1CCCC1)N1CCN(C(=O)c2cccs2)CC1 returned hcGAS lum -9 and NPYLR7 agonist 11.
Screening Cc1cc(C)cc(NCN2C(=O)c3ccccc3C2=O)c1 returned mcGAS inh -3, hcGAS lum -7 and NPYLR7 agonist -5.
Screening Nc1nc(COc2ccc(Cl)cc2Cl)cs1 returned mcGAS inh -5, hcGAS lum -5 and NPYLR7 agonist 4.
`Cc1cccc(CN2CCCC(C(=O)c3ccc4c5c(cccc35)CC4)C2)n1` (centres undefined) gave mcGAS inh -3, hcGAS lum 0 and NPYLR7 agonist -2.
`COc1ccc(C(=O)NC(C(=O)N2CCCCC2)C2CCN(S(=O)(=O)c3ccc(C)cc3)CC2)cc1` (centres undefined) gave mcGAS inh -4, hcGAS lum -1 and NPYLR7 agonist 1.
Screening COc1cc(S(=O)(=O)N2CCOCC2)c(OC)cc1Cl returned mcGAS inh 1, hcGAS lum 0 and NPYLR7 agonist -8.
Screening CC(NCc1ccccc1O)C12CC3CC(CC(C3)C1)C2 (centres undefined) returned mcGAS inh -5, hcGAS lum 1 and NPYLR7 agonist -10.
`CCOC(=O)c1c(N2C(=O)C3C4C=CC(O4)C3C2=O)sc2c1CCCC2` (centres undefined) gave mcGAS inh -1, hcGAS lum -4 and NPYLR7 agonist 1.
For COc1ccc(N2CCN(C(=O)C3CCCCC3C(=O)Nc3ccc(-c4ccccc4)cc3)CC2)cc1 (centres undefined) the results were mcGAS inh 0, hcGAS lum -2 and NPYLR7 agonist -7.
For Cc1cccc(-n2nc(C(=O)NCc3ccc(F)cc3)c(=O)n(Cc3ccccc3Cl)c2=O)c1 the results were mcGAS inh -4, hcGAS lum 0 and NPYLR7 agonist 13.
`Cc1cc(C)c(S(=O)(=O)N2CCC(C(=O)N3CCc4sccc4C3C)CC2)c(C)c1` (centres undefined) gave hcGAS lum -6 and NPYLR7 agonist 0.
For CN(CCC(=O)Nc1cccc(F)c1)Cc1cnc2ccccc2c1 the results were hcGAS lum -2 and NPYLR7 agonist 9.
`Cc1cccc(Cn2c(SCC(C)C)nc3c2c(=O)[nH]c(=O)n3C)c1` gave mcGAS inh -7 and hcGAS lum -9.
`Cc1nc(SCc2cccc(C(=O)NC3CC3)c2)nc(N2CCN(C/C=C/c3ccccc3)CC2)c1C` gave mcGAS inh -4, hcGAS lum -2 and NPYLR7 agonist 2.
O=S(=O)(c1ccccc1)N1CCOc2ccc(Cl)cc21 was read as mcGAS inh -10, hcGAS lum -3 and NPYLR7 agonist 7.
For Cc1cccc(-c2ccnc3nc(N4CCN(C(=O)c5ccc(C(C)(C)C)cc5)CC4)nn23)c1 the results were mcGAS inh -7, hcGAS lum -6 and NPYLR7 agonist 4.
Screening CC1(C(=O)N2CCC3(CCc4ccccc43)C2)CCCCC1 (centres undefined) returned hcGAS lum -2 and NPYLR7 agonist 3.
Screening Cc1ccccc1C(=O)NNc1cc(N2CCOCC2)nc(N2CCOCC2)n1 returned mcGAS inh -3, hcGAS lum 0 and NPYLR7 agonist -15.
Cc1cccc(N2C(=O)CC3CS(=O)(=O)CC32)c1C (centres undefined) was read as mcGAS inh -8, hcGAS lum -8 and NPYLR7 agonist 0.
Screening Cc1nn(C)c(Cl)c1CNc1ccccc1 returned hcGAS lum -9 and NPYLR7 agonist -1.
Screening C=CCOCC(O)CN(Cc1cccc(F)c1)CC1CC(c2ccccc2C)=NO1 (centres undefined) returned mcGAS inh -5, hcGAS lum -7 and NPYLR7 agonist -5.
CCc1csc(CNC(=O)c2ccc(NCC3CCCOC3)nc2)n1 (centres undefined) was read as hcGAS lum -5 and NPYLR7 agonist 8.
For COc1ccc(C)c2sc(N(CC3CCCO3)C(=O)c3ccn(C)n3)nc12 (centres undefined) the results were mcGAS inh 0 and hcGAS lum 0.
Screening O=[N+]([O-])c1ccc(N2N=C(c3ccccc3)CC2c2ccccc2)cc1 (centres undefined) returned mcGAS inh -3, hcGAS lum -3 and NPYLR7 agonist 6.
For CC(c1ccc(S(C)(=O)=O)cc1)N(C)C(=O)NCC(C)(C)N1CCOCC1 (centres undefined) the results were hcGAS lum -12 and NPYLR7 agonist 1.
`Cc1cc(C)n2ncc(C#N)c2n1` gave hcGAS lum -4 and NPYLR7 agonist 3.
CC[C@H](O)[C@@H]1N(C(=O)COC)C2CCC1(O)CC2 was read as mcGAS inh -8, hcGAS lum -1 and NPYLR7 agonist 9.
For COc1cc(CSc2nnc(N)n2C2CC2)ccc1SC the results were hcGAS lum -9 and NPYLR7 agonist 12.
`CCN1CCN(C(=O)c2ccc(CSc3nnc(-c4ccc(C)cc4)n3Cc3ccccc3)cc2)CC1` gave mcGAS inh -8, hcGAS lum -1 and NPYLR7 agonist 2.
`CCOCCn1ccc2c(OCC(=O)c3ccccc3)cccc2c1=O` gave mcGAS inh -9, hcGAS lum -12 and NPYLR7 agonist -2.
For Cc1ccc(NC2=CC(=O)N(CCO)C2=O)cc1 the results were hcGAS lum -4 and NPYLR7 agonist 1.
`COc1ccc(-c2cc(C(=O)NC(C)(C)C)n3nc(-c4ccc(Cl)cc4)cc3n2)cc1` gave mcGAS inh -7, hcGAS lum -8 and NPYLR7 agonist 8.
Cc1nnc(C)n1N=Cc1cccc(O)c1 was read as mcGAS inh -5, hcGAS lum -6 and NPYLR7 agonist -4.
Cc1ccoc1C(=O)N1CC[C@@H](c2ccc3c(c2)OCO3)[C@H](O)C1 was read as hcGAS lum -4 and NPYLR7 agonist 0.
COc1cccc(Cc2nsc(N3CCC(C(=O)N4CCN(C(c5ccccc5)c5ccccc5)CC4)CC3)n2)c1 was read as mcGAS inh -6, hcGAS lum -12 and NPYLR7 agonist -8.
Screening COc1ccc(OC)c(-c2cccc(-c3cccc(NC(=O)c4ccccc4C)c3)n2)c1 returned mcGAS inh 3, hcGAS lum 0 and NPYLR7 agonist -2.
Screening CCCN(CC(=O)N(Cc1ccccc1)Cc1sccc1C)C(=O)Nc1ccc(C(=O)OCC)cc1 returned mcGAS inh -4, hcGAS lum 0 and NPYLR7 agonist 16.
CCC(C)N(Cc1ccc(S(=O)(=O)NC)cc1)Cc1ccsc1 (centres undefined) was read as mcGAS inh -25, hcGAS lum -9 and NPYLR7 agonist 4.
For Cc1csc(N(C(=O)CC2CCCC2)C2CC2)n1 the results were hcGAS lum -5 and NPYLR7 agonist -1.
CC(C)NC(=O)CSc1nc(Cl)cc(N2CCN(C(c3ccccc3)c3ccccc3)CC2)n1 was read as mcGAS inh -5, hcGAS lum -6 and NPYLR7 agonist 20.
Screening CSCCCNCc1c(C(=O)N2CCCCCCC2)nc2ccc(Cl)cn12 returned hcGAS lum -6 and NPYLR7 agonist 5.
For COc1ccc(-c2nnc(SCC(=O)N/N=C(\C)c3cccc([N+](=O)[O-])c3)n2-c2ccccc2)cc1OC the results were mcGAS inh -7, hcGAS lum -6 and NPYLR7 agonist 12.
`CCNC(Cn1ccnc1)C(C)(C)C` (centres undefined) gave hcGAS lum -4 and NPYLR7 agonist 0.
CCOC(=O)c1c(C)[nH]c(C(=O)N2CCN(c3ccccc3)CC2)c1C was read as hcGAS lum -4 and NPYLR7 agonist 6.
`COC(=O)c1sccc1N=CC1=C(O)CC(C)(C)CC1=O` gave hcGAS lum -2 and NPYLR7 agonist -1.
For COc1cccc(-c2nc3ccccn3c2NC(=O)c2ccc(C(F)(F)F)cc2)c1 the results were mcGAS inh -6, hcGAS lum -7 and NPYLR7 agonist -15.
Screening Cc1cc(N(CN2CCCC2=O)C(=O)c2ccc(OC(C)C)cc2)no1 returned mcGAS inh -8, hcGAS lum -6 and NPYLR7 agonist 0.
For O=C(NNc1ccc(Cl)cc1)c1ccc(N2CCNC(c3ccccc3)C2)nc1 (centres undefined) the results were mcGAS inh -3, hcGAS lum -1 and NPYLR7 agonist 11.
C#CCOc1c(Cl)cc(C(c2c(C)[nH][nH]c2=O)c2c(C)[nH][nH]c2=O)cc1OCC was read as hcGAS lum -2 and NPYLR7 agonist 13.
`C=CCOC1C[C@](OCc2cccc(Cl)c2)(C(=O)NCCOC)C[C@H]2OC(C)(C)O[C@@H]12` (some centres undefined) gave mcGAS inh -7, hcGAS lum -3 and NPYLR7 agonist -2.
CN1CCN2CCN(C(=O)c3csc(-c4cccs4)n3)CC2C1=O (centres undefined) was read as hcGAS lum -3 and NPYLR7 agonist -3.
C=C(C)CN(CC)Cc1c(C(=O)N(C)CCCC)nc2ccccn12 was read as hcGAS lum 0 and NPYLR7 agonist -3.
For CC(C)(O)c1ccc(CN(Cc2ccc3c(c2)OCO3)CC2CCCO2)o1 (centres undefined) the results were mcGAS inh -5, hcGAS lum -5 and NPYLR7 agonist -1.
Screening Cc1ccc(-n2nnc3c(=O)n(Cc4ccccc4Cl)cnc32)cc1 returned hcGAS lum -5 and NPYLR7 agonist 7.
For CCOC1CC(C)(C)NC(=S)N1 (centres undefined) the results were hcGAS lum 0 and NPYLR7 agonist -3.
`O=C(NCc1ccccn1)c1ccc(CSc2nc(N3CCOCC3)cc(C(F)(F)F)n2)cc1` gave mcGAS inh -5, hcGAS lum -10 and NPYLR7 agonist 5.
COC(=O)c1c(C)cc(OC(=O)c2c(C)cc(O)c(C=O)c2O)c(C)c1O was read as mcGAS inh -4 and hcGAS lum -4.
COc1ccc(CCN(C)C(=O)c2cncn2-c2ccc(-c3ccc(F)c(F)c3)cc2)cc1OC was read as mcGAS inh -5, hcGAS lum -1 and NPYLR7 agonist 1.
Screening Cn1c(C(=O)NCCC2=CCCCC2)cc2c(=O)n3ccccc3nc21 returned mcGAS inh -1, hcGAS lum 3 and NPYLR7 agonist 0.
`COc1ccc(-c2ccc(C(=O)NC(C)c3cnn(-c4ccccn4)c3C)o2)cc1` (centres undefined) gave hcGAS lum 7&-5 and NPYLR7 agonist -9.
Screening NC(Cc1c[nH]c2ccccc12)C(=O)O (centres undefined) returned hcGAS lum 2 and NPYLR7 agonist -10.
For Cn1c(=O)[nH]c(=O)c2[nH]c(N(Cc3ccccc3)Cc3ccccc3)nc21 the results were mcGAS inh -8, hcGAS lum -7 and NPYLR7 agonist 10.
`O=C(c1ccc(CSc2nc3ccc(Cl)cc3o2)cc1)N1C2CCC1CC(Oc1cccc(C(F)(F)F)c1)C2` (centres undefined) gave mcGAS inh -8, hcGAS lum -16 and NPYLR7 agonist 13.
Cc1noc(C)c1CN(C)Cc1ccc(C#CC(C)(C)O)s1 was read as mcGAS inh -8, hcGAS lum -3 and NPYLR7 agonist 4.
Cc1ccc2oc(-c3ccc(NC(=O)c4ccc(Cl)c([N+](=O)[O-])c4)cc3)nc2c1 was read as mcGAS inh -5, hcGAS lum 0 and NPYLR7 agonist 16.
Screening O=C(Cn1cnc2ccccc21)NN=Cc1cccc(Br)c1 returned mcGAS inh -5, hcGAS lum -6 and NPYLR7 agonist -6.
For CCOC(=O)C1CCCN(C(=O)c2coc(CN(Cc3ccc(F)cc3)Cc3cccc(F)c3)n2)C1 (centres undefined) the results were mcGAS inh -7, hcGAS lum -1 and NPYLR7 agonist 23.

Of the compounds above, eight contain an aryl thioether with sulfur outside any ring:
`Cc1cccc(Cn2c(SCC(C)C)nc3c2c(=O)[nH]c(=O)n3C)c1` gave mcGAS inh -7 and hcGAS lum -9.
`Cc1nc(SCc2cccc(C(=O)NC3CC3)c2)nc(N2CCN(C/C=C/c3ccccc3)CC2)c1C` gave mcGAS inh -4, hcGAS lum -2 and NPYLR7 agonist 2.
For COc1cc(CSc2nnc(N)n2C2CC2)ccc1SC the results were hcGAS lum -9 and NPYLR7 agonist 12.
`CCN1CCN(C(=O)c2ccc(CSc3nnc(-c4ccc(C)cc4)n3Cc3ccccc3)cc2)CC1` gave mcGAS inh -8, hcGAS lum -1 and NPYLR7 agonist 2.
CC(C)NC(=O)CSc1nc(Cl)cc(N2CCN(C(c3ccccc3)c3ccccc3)CC2)n1 was read as mcGAS inh -5, hcGAS lum -6 and NPYLR7 agonist 20.
For COc1ccc(-c2nnc(SCC(=O)N/N=C(\C)c3cccc([N+](=O)[O-])c3)n2-c2ccccc2)cc1OC the results were mcGAS inh -7, hcGAS lum -6 and NPYLR7 agonist 12.
`O=C(NCc1ccccn1)c1ccc(CSc2nc(N3CCOCC3)cc(C(F)(F)F)n2)cc1` gave mcGAS inh -5, hcGAS lum -10 and NPYLR7 agonist 5.
`O=C(c1ccc(CSc2nc3ccc(Cl)cc3o2)cc1)N1C2CCC1CC(Oc1cccc(C(F)(F)F)c1)C2` (centres undefined) gave mcGAS inh -8, hcGAS lum -16 and NPYLR7 agonist 13.

3 entries drawn at random from those above:
Screening CC1(C(=O)N2CCC3(CCc4ccccc43)C2)CCCCC1 (centres undefined) returned hcGAS lum -2 and NPYLR7 agonist 3.
`COc1ccc(-c2ccc(C(=O)NC(C)c3cnn(-c4ccccn4)c3C)o2)cc1` (centres undefined) gave hcGAS lum 7&-5 and NPYLR7 agonist -9.
C=C(C)CN(CC)Cc1c(C(=O)N(C)CCCC)nc2ccccn12 was read as hcGAS lum 0 and NPYLR7 agonist -3.
